Assay outcomes from PubChem.
miR122 inh – miR-122 Renilla sensor signal increase in Huh7, primary screen, miR-122 inhibitor project, cell-based, single point, plate reader; Huh7 miR-122 Renilla luciferase sensor, 48 h; neutral wells = 0, positive control = 100; activation (reporter increase), % at 12.5 µM; hit rate 0.3% among 340,000; AID 602342, 2012;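 active = mean replicate activation score at least 90 and every replicate individually at or above 90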;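 also: higher luciferase means less miR-122 activity so hits act as miR-122 inhibitors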
Statin myotox sup – suppressors of statin myotoxicity in C2C12 myotubes, primary screen, cell-based, single point, plate reader | C2C12 myotubes + simvastatin, ATP luminescence, 48 h; scaled: DMSO 0, geranylgeraniol control 100 | rescue of ATP level, % at 7.49 µM | hit rate 0.78% among 330,000;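 active = mean ATP rescue above about 67%, or every replicate alone reaching that limit, limit read from the data, passing the limit was not always enough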;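 also: myotubes were challenged with 10 µM simvastatin during compound exposure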
INS-1E GSIS act – GLuc luminescence reporter in INS-1E cells, primary screen for activators of glucose-dependent secretion of insulin | INS-1E GLuc reporter insulin secretion, 2-3 h | activation, % at 16.6 µM | hit rate 0.61% among 370,000;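 active = lowest replicate activation of at least 40%, so every replicate reaches that level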;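 also: 0% = median of neutral control wells and 100% = median of IBMX positive control wells; some compounds called inactive have numbers as strong as hits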
PGC1a acetyl inh – inhibitors of PGC1a acetylation signal, primary screen, cell-based, U2OS, AlphaScreen, inhibitor mode. AlphaScreen anti-acetyl-lysine; with virally co-expressed GCN5 acetyltransferase. inhibition, % at 15.6 µM. hit rate 0.17% among 350,000. AID 651687, 2012;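 active = every replicate shows inhibition of at least 40%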;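 also: 0% = neutral control wells and 100% = positive control wells; some results beyond the cut were filed as inactive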
F508del corr – F508del CFTR correction, initial screen, CFBE line, single point | activity (quench increase), % at 7.58 µM | CFBE cells, YFP halide quenching; stimulated with forskolin plus potentiator P3; % fluorescence drop versus neutral controls | hit rate 0.36% among 350,000;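 active = mean added fluorescence quench of at least 8% versus neutral control, with both replicates also reaching 8%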;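 also: cells transiently co-express mutant CFTR-F508del with the halide-sensitive YFP; corrector assay measuring rescue of mutant channel to the surface after 24 h compound exposure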
FN deposition inh – inhibitors of fibronectin matrix deposition, primary screen, AH1F cells, Alexa488-fibronectin fluorescence, plate reader; AH1F fibroblasts, overnight; inhibition, % at 12.6 µM; hit rate 0.086% among 350,000;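 active = mean inhibition across replicates of 30% or more, regardless of how many single replicates reach that level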;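 also: positive control wells lacked labelled fibronectin entirely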
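Assay system: AH1F fibroblast monolayer, labelled fibronectin deposition. Amount: 10000 cells per well. Also added: labelled fibronectin 24 nM. Compound: single-point pinned compound. Incubation: cell attachment 1 h, compound and FN exposure overnight. Detection: fluorescence after three HBSS washes, excitation 485 nm, emission 525 nm. Read-out: inhibition of fibronectin deposition signal.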
Cneo AK release – Cryptococcus neoformans cell lysis inducers, primary screen, AK release luminescence, single concentration | hit rate 0.2% among 360,000 | lysis activity, % at 15 µM | AID 651654, 2012 | C. neoformans lysis, adenylate kinase release luminescence, 4 h; normalised: neutral wells 0, clomiphene wells 100;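 active = mean lysis activity across replicates of at least 80%, whatever share of replicates individually reach that level; inactive = mean lysis activity below 80%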
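Test system: log-phase Cryptococcus neoformans yeast cells; Quantity: yeast cell density of 5 × 10^6 cells/mL; Buffer or medium: YPD; Doses: single compound concentration per well; Timing: 4 h at 37 °C static, read 1 h later; Measured by: AK luminescence; Read-out basis: lysis from increased AK signal; Control set: Clomiphene as positive control.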
PglD DTNB – C. jejuni PglD acetyltransferase inhibitors, primary screen, biochemical, DTNB colorimetric, single point; inhibition, % at 12.5 µM; purified PglD enzyme, DTNB colorimetric CoA detection; hit rate 0.098% among 360,000; UDP-N-acetylbacillosamine N-acetyltransferase PglD (Campylobacter jejuni); AID 602405, 2012; in the data active = inhibition above about 16%, passing the limit was not always enough; also: strong numbers were not always called active
Starred values were filed as active, the others as inactive; . = no result given; & = joins results of further samples; [ ] = remark or other dose. Outcome played no part in choosing rows. Share with any hit: about 2.1%.

SMILES | miR122 inh | Statin myotox sup | INS-1E GSIS act | PGC1a acetyl inh | F508del corr | FN deposition inh | Cneo AK release | PglD DTNB
CCOC(=O)C1(C(F)(F)F)N=C(c2ccccc2F)OC(N(C)C)=N1 (stereo not drawn) | -10 | 5 | 3 | 5 | -1.1 | 1 | 7 | 0
O=C(O)C1=C(C(=O)Nc2ccc(F)c(Cl)c2)CCCC1 | 0 | 6 | . | -2 | . | 0 | -2 | 4
CCCC(=O)Nc1ccc2c(c1)C(=O)N(C)C[C@@H](OC)[C@@H](C)CN(CC1CCCC1)[C@@H](C)CO2 | . | 12 | -2 | 2 | -1.1 | -7 | -3 | 0
O=C(CNC(=O)c1cccs1)c1ccc(Br)cc1 | 0 | 6 | 1 | -3 | -0.3 | -8 | -8 | 8
C[C@H](NC(=O)C[C@H]1CC[C@H]2[C@@H](COC[C@@H](O)CN2Cc2ccc(C(F)(F)F)cc2)O1)c1ccccc1 | 3[16.7 µM] | 17 | -11 | -2 | 1.9 | 3 | -5 | -4
CCOC(=O)Nc1ccc2c(c1)nc(CN1CCN(C(C)=O)CC1)n2C | 2 | -15 | 18 | -1 | . | -1 | -2 | -1
CC(C)c1ccc(NC(=O)C2CCCN2S(=O)(=O)c2ccccc2F)cc1 (stereo not drawn) | 0 | -2 | -31 | -5 | 2.7 | -8 | -4 | -5
C[C@H]1CN([C@@H](C)CO)C(=O)c2cc(-c3ccc(F)cc3)cnc2O[C@@H]1CN(C)Cc1cccnc1 | 1[16.7 µM] | 9 | 11 | 1 | -0.4 | . | -2 | 2
COc1ccc(/C(N)=N/OC(=O)c2cccs2)cc1OC | . | . | 12 | 2 | 3.9 | 2 | . | .
Cn1cc([C@@H]2C[C@H]3CN(C4CCCC4)C(=O)[C@]34CCCN24)c(-c2ccccc2)n1 | . | . | -1 | -3 | 4.3 | 4 | . | .
O=C(Nc1ccc(S(=O)(=O)NC2=NCCCCC2)cc1)c1ccc([N+](=O)[O-])s1 | 13 | 86* | -39 | -43 | -1.0 | 0 | -4 | -4
CCc1ccc(NC(=O)c2noc3c2CCCCC3)cc1 | -1 | -25 | . | 2 | . | 12 | -4 | 8
Oc1[nH]c2ccccc2c1N=Nc1nncc2ccccc12 | 18 | . | 13 | 8 | 3.0 | 4 | -3 | -3
COc1cccc(NC(=O)C2CCCN2S(=O)(=O)c2ccc3c(c2)n(C)c(=O)c(=O)n3C)c1 (stereo not drawn) | -6 | -1 | 16 | 9 | -2.8 | -8 | -2 | -9
O=C(NCC1CCN(c2ccc(S(=O)(=O)N3CCOCC3)cc2)CC1)Nc1ccccc1F | . | 17 | 6 | . | -1.6 | 1 | -11 | -6
CC(=NOC(=O)c1ccc(Cl)cc1)c1nccs1 | -1 | -7 | . | . | -0.4 | 1 | -3 | -5
Cc1cc2c(SCC(=O)NC3CCCCC3)ncnc2s1 | . | 1 | -3 | . | -4.7 | -15 | 0 | -2
O=C(O)c1ccccc1NS(=O)(=O)c1ccc2ccccc2c1 | . | 3 | 28 | . | 3.0 | 4 | -1 | 1
Cc1ccnc(NC2CCCCC2)c1 | . | . | 1 | -7 | -2.2 | 11 | . | .
CCOCCCn1c(SC(C(=O)Nc2cc(C)ccc2C)c2ccccc2)nnc1-c1ccc(Cl)cc1 (stereo not drawn) | -1 | 5 | -11 | 19 | . | 2 | . | .
Cc1ccsc1C(=O)NC(C)c1ccccc1 (stereo not drawn) | -9 | 3 | 1 | -2 | -1.4 | 2 | 0 | 3
O=C(NC(=S)Nc1ccc(Cl)c(C(=O)O)c1)c1cccc(COc2ccccc2)c1 | -3 | 4 | -6 | -3 | -0.7 | -1 | 2 | 2
Cc1c(CCC(=O)NCCCn2ccnc2)c(=O)oc2c(C)c3occ(C(C)(C)C)c3cc12 | -1 | -18 | -11 | -2 | -1.2 | 6 | 6 | -1
C[C@@H]1CN([C@@H](C)CO)S(=O)(=O)c2ccc(-c3cccc(C(=O)N(C)C)c3)cc2O[C@H]1CN(C)C | 7[16.7 µM] | 7 | 8 | 10 | -1.0 | . | -2 | 2
COc1ccc(-n2c(=O)cc(N3CCN(c4ccccc4OC)CC3)[nH]c2=O)cc1 | -4 | -11 | . | -3 | . | . | -3 | -5
CCn1c(CCNC(=O)c2cccs2)n[nH]c1=S | -3 | . | 11 | . | -0.3 | 2 | -1 | 2
CCN(CC)CCSc1nc2ccc(OC)cc2[nH]1 | -2 | -6 | 21 | 5 | -2.2 | -9 | 3 | 2
Cn1cnc(S(=O)(=O)N[C@H]2C=C[C@@H](CC(=O)N3CCN(c4ccccc4)CC3)O[C@H]2CO)c1 | . | -1 | -8 | 5 | -0.3 | 5 | 1 | 0
CC(C)CC#Cc1cnc2c(c1)C(=O)N([C@H](C)CO)C[C@H](C)[C@H](CN(C)C(=O)Nc1cc(F)ccc1F)O2 | -4[16.7 µM] | 16 | -14 | 1 | -0.1 | . | -1 | -2
Cc1ccc(C)c(C(O)c2ncc(-c3ccccc3Cl)[nH]2)c1 (stereo not drawn) | 24 | 6 | -4 | . | 0.4 | 1 | 0 | 6
Cc1ccc(C(=O)N2CCN(c3ccc(NC(=S)NC(=O)c4cccs4)cc3)CC2)cc1 | -8 | 14 | 10 | -53 | -0.6 | 7 | 1 | 1
CCn1cc(C(=O)O)c(=O)c2cnc(N3CCN(C(=S)Nc4ccccc4)CC3)nc21 | -5 | 9 | 34 | -7 | -4.3 | -2 | -4 | -5
COc1ccc2[nH]c3c(c2c1)CCN1C(=O)C(CC(=O)NCCCn2ccnc2)C[C@H](C(=O)N2CCCCC2)[C@@]31CCc1ccccc1 (stereo partly drawn) | . | -3 | -43 | . | 0.9 | -4 | 1 | 0
Cc1ccc(-c2nc(SCC(=O)Nc3cc(C)on3)c3c(=O)n(C)c(=O)n(C)c3n2)cc1 | -1 | 1 | 0 | 0 | -2.9 | -2 | 1 | -2
CCC(Oc1ccc(Br)cc1)C(=O)N1CCN(c2ncccn2)CC1 (stereo not drawn) | -3 | . | -3 | -4 | -0.8 | . | 1 | -3
COCCN(C(=O)c1csnn1)C(C(=O)NC1CCCCC1)c1ccc(Cl)cc1 (stereo not drawn) | -7 | -4 | -8 | -5 | -0.6 | 2 | 0 | 0
CSCC[C@H](NC(=O)c1ccc(Cl)c(S(=O)(=O)N2CCCC2)c1)c1nc2ccccc2[nH]1 | 8 | 64 | -9 | -18 | . | . | 1 | -3
CC(Sc1nc2sccc2c(=O)n1-c1ccccc1)C(N)=O (stereo not drawn) | -2 | 8 | 17 | -7 | -0.5 | 4 | . | .
CCOC(=O)N1CCN(c2c(NCCc3ccccc3)c(=O)c2=O)CC1 | -3 | 3 | 5 | 8 | -0.1 | 2 | -1 | -2
COC(=O)c1cc(C(=O)OCC(=O)Nc2cc(C)on2)cc([N+](=O)[O-])c1 | 1 | . | 59 | 2 | 1.9 | 2 | 7 | 3

Structures listed so far containing a CF3 group, in the order listed:
SMILES | miR122 inh | Statin myotox sup | INS-1E GSIS act | PGC1a acetyl inh | F508del corr | FN deposition inh | Cneo AK release | PglD DTNB
CCOC(=O)C1(C(F)(F)F)N=C(c2ccccc2F)OC(N(C)C)=N1 (stereo not drawn) | -10 | 5 | 3 | 5 | -1.1 | 1 | 7 | 0
C[C@H](NC(=O)C[C@H]1CC[C@H]2[C@@H](COC[C@@H](O)CN2Cc2ccc(C(F)(F)F)cc2)O1)c1ccccc1 | 3[16.7 µM] | 17 | -11 | -2 | 1.9 | 3 | -5 | -4

The main list resumes with the two entries that preceded the break.
SMILES | miR122 inh | Statin myotox sup | INS-1E GSIS act | PGC1a acetyl inh | F508del corr | FN deposition inh | Cneo AK release | PglD DTNB
CCOC(=O)N1CCN(c2c(NCCc3ccccc3)c(=O)c2=O)CC1 | -3 | 3 | 5 | 8 | -0.1 | 2 | -1 | -2
COC(=O)c1cc(C(=O)OCC(=O)Nc2cc(C)on2)cc([N+](=O)[O-])c1 | 1 | . | 59 | 2 | 1.9 | 2 | 7 | 3
CC1(CCC#N)N=C(SCCC#N)N(c2ccccc2)C1=O (stereo not drawn) | 1 | 0 | . | -2 | . | 5 | 0 | -2
COc1ccc(CN2CCCCC2C(=O)Nc2ccc(OC)c(OCC(C)C)c2)cc1OC (stereo not drawn) | -6 | 21 | -22 | -14 | . | 5 | 0&0 | -2&9
Cc1cc(C)n(CC(=O)N/N=C/c2ccc3c(c2)OCO3)n1 | 3 | -4 | 7 | 8 | 3.6 | 1 | . | .
Clc1cc2c(c(Cn3cnc4ccccc43)c1)OCOC2 | 1 | . | . | 1 | . | 2 | 5 | 0
Cc1c(C)c2cc3c(C)coc3cc2oc1=O | . | 5 | 3 | . | 1.7 | -2 | 0 | -1
Cc1ccc(NS(=O)(=O)c2cc(C(=O)N3CCN(C)CC3)ccc2C)cc1 | 9 | 1 | . | -9 | . | . | 2 | -4
CCOC(=O)C1CCN(C(=O)CNS(=O)(=O)c2cccs2)CC1 | 0 | 8 | 5 | 2 | . | 2 | 1 | -1
CCCCOC(=O)C(C)c1c(C)[nH]c(=S)[nH]c1=O (stereo not drawn) | -1 | 3 | . | -2 | . | . | -2 | 5
O=C(NCC(=O)N(Cc1cccs1)C(C(=O)NC1CCCC1)c1ccncc1)c1ccco1 (stereo not drawn) | -7 | 3 | -2 | -1 | . | -11 | -1 | -1
CCC1(C)COC(c2ccc(OC)c(OC)c2)OC1 (stereo not drawn) | -9 | 6 | 21 | 3 | 0.1 | 3 | 1 | 10
O=C(NCc1ccccc1)c1cccc(NC(=O)c2ccco2)c1 | 24 | -18 | . | 50 | . | . | -3 | 10
NS(=O)(=O)c1ccc(Nc2ccc3cc(S(=O)(=O)N4CCCCC4)ccc3n2)cc1 | 10 | 3 | -3 | -7 | 1.5 | -7 | 5 | 3
Cc1ccc(Sc2nc3c(c(=O)[nH]c(=O)n3C)n2CCc2ccccc2)cc1 | -7 | -75 | . | -3 | 1.3 | -2 | 1 | 2
O=C1CN(C(=O)CNC(=O)c2ccc(Cl)cc2Cl)CCN1 | . | 11 | 4 | . | -3.5 | -2 | -3 | -2
CCOC(=O)c1c(C)n(C)c2cc([N+](=O)[O-])c(O)c([N+](=O)[O-])c12 | 2 | 8 | 12 | 6 | -1.2 | 1 | 0 | 2
CCOc1ccc(CCNC(=O)CCc2nnc3ccc(N4CCCCC4)nn23)cc1OCC | . | 2 | -12 | . | -1.6 | 2 | -2 | -2
COC(=O)C1C(c2ccc(OC)cc2)NC(=O)NC1(O)C(F)(F)Cl (stereo not drawn) | -2 | 4 | -10 | 6 | -2.5 | -7 | -1 | 6
CO[C@@H]1CN(C)C(=O)c2ccc(NC(=O)Nc3cccc(F)c3)cc2OC[C@@H](C)N(C(=O)Nc2cccc(F)c2)C[C@H]1C | -10[16.7 µM] | 0 | -9 | -8 | 0.8 | -5 | 50 | -5
CCOc1ccc(C(=O)NC2CC(C)(C)NC(C)(C)C2)cc1 | -3 | 8 | 8 | 15 | -1.3 | -10 | 2 | -2
O=C(Nc1ncccc1O)c1cccc(S(=O)(=O)NCc2ccccc2)c1 | . | 7 | -2 | . | 1.5 | 2 | 1 | -1
